TAAR1 antagonist: human TAAR1 antagonists, primary screen, Fluo-8 calcium fluorescence, CHO RD-HGA16 cells; inhibition, % at 3 µM; hit rate 1.5% among 360,000; antagonist; AID 624466, 2012;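 active = inhibition above a per-plate cutoff, the mean inhibition of test compounds on that plate plus 3 SD, cut at about 49% in these data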;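 note: 0% = DMSO plus EC80 beta-PEA response and 100% = DMSO alone without agonist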
Target sequence (Q96RJ0 whole entry, looked up): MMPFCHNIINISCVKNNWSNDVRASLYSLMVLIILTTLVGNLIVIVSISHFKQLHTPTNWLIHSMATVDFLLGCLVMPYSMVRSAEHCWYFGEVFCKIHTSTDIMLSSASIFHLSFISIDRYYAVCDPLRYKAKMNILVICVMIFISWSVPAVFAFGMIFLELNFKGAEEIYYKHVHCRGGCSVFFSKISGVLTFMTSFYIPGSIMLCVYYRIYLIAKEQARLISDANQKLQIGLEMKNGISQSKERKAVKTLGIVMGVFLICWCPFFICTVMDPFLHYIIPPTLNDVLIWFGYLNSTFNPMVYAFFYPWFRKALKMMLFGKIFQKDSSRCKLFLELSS
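test system = CHO RD-HGA16 cells bearing hTAAR1 | replication = singlicate | controls = DMSO-only wells and EC80 β-PEA-stimulated wells | reagent = EC80 β-phenethylamine stimulus | read-out basis = percent inhibition of PEA-evoked calcium signal, max/basal emission ratio | schedule = seeding 17-24 h prior, 75-min 37 °C, 30-min RT dye loading | signal = kinetic Fluo-8 calcium fluorescence measurement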
M1 PAM parental: nonselective calcium activators in parental CHO-K1 cells, primary screen, counter-screen for M1 PAM project, cell-based, Fluo-8 calcium fluorescence, full deck, 1536-well; ATP EC20; 0% at ATP EC20, 100% at ATP max; activation, % at 3 µM; hit rate 0.02% among 360,000; AID 602247, 2012;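 active = activation above the run cutoff, the mean activation of all test compounds plus 3 SD, cut at about 40% in these data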;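 note: peak over basal fluorescence ratio in a 140 s read after ATP addition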
CHO parental Ca: ATP-evoked calcium signal inhibitors, parental CHO, primary screen, counter-screen for OX1R antagonist project, cell-based, fluorescence, Fluo-8 calcium dye | inhibition, % at 5.6 µM | hit rate 0.63% among 330,000 | AID 463079, 2010 | parental CHO-K1, ATP-induced calcium, Fluo-8 fluorescence;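 active = inhibition above that plate's mean sample inhibition plus 3 SD, cut at about 26% in these data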;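 note: 0% = ATP-challenged DMSO wells and 100% = DMSO wells without ATP; some compounds past the cut are filed as inactive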
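Assay system: untransfected parental CHO cell line. Also added: ATP agonist challenge. Dosing: one dose, 5.6 µM nominal. Measured by: Fluo-8 fluorescence. Read-out: % inhibition. Benchmarks: ATP wells versus no-ATP DMSO wells. Repeats: no replicates.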
CHRM1 PAM: human M1 muscarinic receptor positive allosteric modulators, primary screen, CHO-K1 cells, Fluo-8 calcium fluorescence, 1536-well. activation, % at 3 µM. AID 588819, 2011. hit rate 0.088% among 360,000. Muscarinic acetylcholine receptor M1 (Homo sapiens), P11229. CHO-K1 hM1, ACh EC20; 0% = ACh EC20, 100% = maximal ACh; in the data active = activation above about 19%, passing the limit was not always enough
Target sequence (P11229 whole entry, looked up): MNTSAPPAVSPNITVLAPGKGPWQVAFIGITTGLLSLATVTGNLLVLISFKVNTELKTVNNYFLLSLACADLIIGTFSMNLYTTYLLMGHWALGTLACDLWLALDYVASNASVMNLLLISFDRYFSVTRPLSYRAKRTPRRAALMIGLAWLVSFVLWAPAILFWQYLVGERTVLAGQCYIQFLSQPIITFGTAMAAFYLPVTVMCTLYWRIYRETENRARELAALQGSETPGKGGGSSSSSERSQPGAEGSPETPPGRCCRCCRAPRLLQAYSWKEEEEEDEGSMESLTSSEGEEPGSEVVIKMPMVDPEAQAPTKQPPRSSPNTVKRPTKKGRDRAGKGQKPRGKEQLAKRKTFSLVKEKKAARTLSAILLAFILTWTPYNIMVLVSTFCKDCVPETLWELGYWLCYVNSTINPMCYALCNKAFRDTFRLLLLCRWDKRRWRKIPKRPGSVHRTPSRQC
TAAR1 ag: human TAAR1 agonists, primary screen, Fluo-8 calcium fluorescence, CHO RD-HGA16 cells | AID 624467, 2012 | activation, % at 3 µM | hit rate 0.99% among 360,000 | vehicle wells 0%, saturating PEA agonist 100% | Trace amine-associated receptor 1 (Homo sapiens), Q96RJ0;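 active = activation above the mean activation of all test compounds in the run plus 3 SD, cut at about 38% in these data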
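System: CHO-derived RD-HGA16 cells with stable Gα16 and human TAAR1 / Times: 17-24 h plating, Fluo-8 75 min 37 °C, 30 min RT / Technique: calcium-sensitive Fluo-8 signal, excitation 470-495, emission 515-575 nm / Measure: % activation relative to PEA EC100 response / Benchmarks: DMSO and PEA EC100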
CHRM1 agonist: human M1 muscarinic receptor agonists, primary screen, Fluo-8 calcium fluorescence, CHO-K1 cells, HTS. Muscarinic acetylcholine receptor M1 (Homo sapiens), P11229. CHO-K1 hM1, agonist mode; 0% DMSO, 100% acetylcholine EC100. activation, % at 3 µM. hit rate 0.33% among 360,000;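 active = activation above the run's mean compound activation plus 3 SD, cut at about 16% in these data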;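 note: peak over basal fluorescence ratio within a 140 s kinetic read after compound addition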
CHO-K1 Ca antag: M1 antagonist counterscreen hit in parental CHO-K1 cells; ATP-induced calcium, Fluo-8 fluorescence; inhibition, % at 3 µM; hit rate 0.6% among 360,000; AID 602250;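 active = inhibition above a per-plate cutoff, the plate's mean sample inhibition plus 3 SD, cut at about 24% in these data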;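 note: 0% = DMSO plus EC80 ATP and 100% = DMSO alone without ATP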
M1 ag parental: counter-screen for M1 agonists: effect in parental CHO-K1 cells | Fluo-8 calcium fluorescence; scaled to maximal ATP response, vehicle zero | activation, % at 3 µM | hit rate 0.48% among 360,000; in the data active = activation above about 15%;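 note: untransfected CHO-K1 host cells lacking M1 receptor as counterscreen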
CHRM1 antagonist: human M1 muscarinic receptor antagonists, primary screen, CHO-K1 cells, Fluo-8 calcium fluorescence, 1536-well; Muscarinic acetylcholine receptor M1 (Homo sapiens), P11229; CHO-K1 hM1, ACh EC80 antagonist; inhibition, % at 3 µM; hit rate 1.3% among 360,000; AID 588852, 2011;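 active = percent inhibition above its own plate's cutoff, namely the mean of that plate's compound wells plus 3 SD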;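 note: peak over basal fluorescence ratio during 140 s after agonist addition; 0% = ACh EC80 plus DMSO and 100% = DMSO alone without agonist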
* = called active by the depositor; nt = no result given. Outcome played no part in choosing rows; about 4.4% have a hit in one of these screens.

compound	TAAR1 antagonist	M1 PAM parental	CHO parental Ca	CHRM1 PAM	TAAR1 ag	CHRM1 agonist	CHO-K1 Ca antag	M1 ag parental	CHRM1 antagonist
Cc1nc2cc(F)ccc2n1C1CCN(C(=O)c2c(F)cccc2F)CC1	-3	20	-23	7	8	-6	-15	9.4	-9
COc1ccc(OCC(O)CNS(=O)(=O)c2ccc(NC(C)=O)cc2)cc1 (stereo not given)	1	-7	11	3	0	-1	1	-0.2	-7
COc1ccc(S(=O)(=O)N2Cc3ccccc3CC2C(=O)O)cc1OC (stereo not given)	-5	16	-4	7	3	-3	-2	0.2	-10
COc1ccc(OC)c(CN2C(=O)c3ccccc3C2c2nnnn2C2CCCC2)c1 (stereo not given)	-24	8	nt	nt	6	nt	-13	0.0	nt
O=C(CCN1C(=O)C2C3CCC(C3)C2C1=O)Nc1ccc(Cl)cc1Cl (stereo not given)	-4	-22	nt	8	5	3	2	0.1	11
CCC(=O)NC(=S)Nc1ccc(N2CCOCC2)cc1	6	6	-7	18	9	-5	0	0.6	-8
Cc1cc(=O)oc(C)c1C(=O)Nc1ccc2ncccc2c1	4	9	-5	2	2	-2	-6	0.8	-2
O=C(Nc1ccc(Cl)cc1)/C(=C1\CCCN1)[N+](=O)[O-]	-16	12	-1	12	-1	1	-6	1.0	-13
CCOc1nc2ccccc2cc1C=O	5	10	-6	-4	7	-10	-15	0.8	6
Cc1ccc(C)c(OCCSc2nnc(C)c(=O)[nH]2)c1	-3	10	-2	9	0	-2	-1	3.0	-12
Cc1ccc(OCc2cnc(Cl)s2)c(C)c1	-20	12	0	11	2	-5	-8	0.1	-16
COc1ccc2c(c1)CC[C@@H]1[C@@H]2CC[C@]2(C)[C@@H](C(=O)O)C[C@@H]12	10	18	-7	6	-1	-10	-11	0.2	0
CC(C)CCn1c(Oc2ccc(Cl)cc2)nc2c1c(=O)n(C)c(=O)n2C	-22	20	-11	16	7	0	-12	-0.2	-23
CNC(=S)N/N=C/c1ccccc1OCC(=O)O	-21	-7	0	7	2	-4	-14	0.2	-9
CCOc1ncccc1C(=O)OCC(=O)NCc1ccc(C(=O)OC)cc1	-4	7	-16	1	1	-1	-8	0.0	3
COn1c(SCc2ccc(C)cc2C)nc2ccccc2c1=O	25	17	-31	8	4	-2	2	1.8	-6
Cc1ccc(-c2cc(N)on2)cc1	-23	21	0	8	0	-6	3	7.6	-10
Cc1nc2c(-c3ccccc3)c[nH]n2c(=O)c1Cc1ccccc1	15	1	-4	0	1	-4	1	-0.3	-3
O=C(O)C1CCCN1S(=O)(=O)c1cccc(S(=O)(=O)N2CCCC2C(=O)O)c1 (stereo not given)	-2	8	-1	6	7	-4	-13	0.4	-9
CSCCCN1CCC(n2nccc2NC(=O)CCCc2ccccc2)CC1	-14	19	-4	8	0	-4	6	0.2	-11
CC1(c2ccc(Cl)cc2Cl)NC(=O)N(CC(=O)NC2CCCCC2)C1=O (stereo not given)	-9	16	-21	7	0	-2	-15	0.8	-4
COc1ccc(C2CC(=O)C=C(NCc3ccccc3)C2)cc1 (stereo not given)	-6	15	-19	7	0	-6	-11	1.4	-7
COCCCn1cnnc1SCc1nc2sc(C(C)=O)c(C)c2c(=O)[nH]1	-23	3	-7	5	10	-4	-1	0.7	-11
O=C(CCn1nc(-c2ccc(Cl)cc2)ccc1=O)NCCCN1CCCCCC1	-4	8	-14	-3	-2	-5	-2	-0.5	6
CCSc1nnc(-c2cccnc2)n1-c1ccc(C)c(Cl)c1	6	1	-15	9	18	-3	2	0.2	-4
CCn1ccc(C(=O)Oc2ccc(C(C)C)cc2)n1	2	15	-3	0	8	-5	-16	0.7	0
CN(C)S(=O)(=O)c1cccc(NC(=O)CN2C(=O)NC3(CCc4ccccc4C3)C2=O)c1 (stereo not given)	-13	1	-1	2	1	-3	4	0.5	6
C1=C(CCNCC2CC2)CCCC1	nt	3	-12	0	nt	-7	-3	-0.1	1
O=C1COc2ccc(C(=O)COC(=O)Cc3ccc(F)cc3)cc2N1	-12	8	-4	3	4	-2	-2	1.9	-2
CCOC(=O)N1CCN(Cc2nnc(-c3cccc(Br)c3)o2)CC1	0	10	-19	13	-1	2	-8	4.2	-18
Cc1ccc(NCc2nc3ccccc3n2C)cc1	-2	7	-4	-5	6	-4	0	5.7	-2
Cc1cccc(C)c1OCc1cc(C(=O)N(Cc2c(C)nn(C)c2C)C2CC2)no1	15	-1	28	-13	5	2	6	12	22
COc1ccc(N(CC(=O)NCCSc2ccc(C)cc2)S(=O)(=O)c2ccccc2)c(OC)c1	68*	6	7	-11	9	-4	17	4.0	22
O=C(/C=C\c1ccco1)Oc1cccc2cccnc12	-19	23	-2	-9	2	-5	-11	-0.2	14
CCC(=O)NC(c1ccco1)c1cc(Cl)c2cccnc2c1O (stereo not given)	-5	10	-18	6	5	-8	-5	0.4	0
O=C(NC1CCN(S(=O)(=O)c2ccccc2F)CC1)c1ccco1	6	-2	-5	5	4	-3	-17	1.1	-7
C[C@@H]1C=C(C(=O)N2CCN(C)CC2)O[C@H](OCc2ccc(CO)cc2)C1	8	16	-13	3	4	-3	-6	0.1	4
CC1CN(C(=O)c2ccc(S(=O)(=O)Nc3ccccc3F)cc2)CC(C)O1 (stereo not given)	-3	-4	-5	0	7	1	-8	2.3	0
Cn1c(Cc2cccc3ccccc23)nnc1SCC(=O)N1CCN(c2cccc(Cl)c2)CC1	25	-4	-7	-2	9	-1	7	3.1	-12
COc1ccc(N=C2SC(CC(=O)Nc3ccccc3)C(=O)N2Cc2ccccn2)cc1 (stereo not given)	5	17	-2	6	2	-5	-10	2.3	-6

One compound at a time, from the list above:
O=C(CCN1C(=O)C2C3CCC(C3)C2C1=O)Nc1ccc(Cl)cc1Cl (stereo not given) across the screens: TAAR1 antagonist = -4; M1 PAM parental = -22; CHO parental Ca = nt; CHRM1 PAM = 8; TAAR1 ag = 5; CHRM1 agonist = 3; CHO-K1 Ca antag = 2; M1 ag parental = 0.1; CHRM1 antagonist = 11
COc1ccc(OCC(O)CNS(=O)(=O)c2ccc(NC(C)=O)cc2)cc1 (stereo not given) across the screens: TAAR1 antagonist = 1; M1 PAM parental = -7; CHO parental Ca = 11; CHRM1 PAM = 3; TAAR1 ag = 0; CHRM1 agonist = -1; CHO-K1 Ca antag = 1; M1 ag parental = -0.2; CHRM1 antagonist = -7

(continued)
compound	TAAR1 antagonist	M1 PAM parental	CHO parental Ca	CHRM1 PAM	TAAR1 ag	CHRM1 agonist	CHO-K1 Ca antag	M1 ag parental	CHRM1 antagonist
COc1ccc(S(=O)(=O)N2CCCCC2c2cc(C(=O)NCc3ccc(F)cc3)no2)cc1 (stereo not given)	-1	-2	nt	6	1	0	7	2.7	-15
Cc1ccc(S(=O)(=O)N(C)C)cc1NC(=O)COC(=O)CCC(=O)c1ccc(F)cc1	2	1	-9	13	5	-3	4	0.3	-4
COc1cccc(/C=N/n2nnnc2N)c1O	-2	8	-3	2	-1	-3	-9	2.1	-3
CN(Cc1cnccn1)Cc1ccccc1OCC(O)CN1CCc2ccccc2C1 (stereo not given)	-19	9	-19	-1	5	-7	-3	11	2
CCCN(C(=O)c1cccs1)c1nnc(-c2ccncc2)s1	1	-3	1	0	6	0	7	-0.2	11
CC(=O)Cc1nsc(Nc2ccc(F)cc2)n1	2	10	-5	3	1	-3	-11	0.1	-4
Cc1cc(C)nc(SCCCn2c(=O)[nH]c3ccccc32)n1	5	13	-12	3	7	-1	-4	0.3	-1
Cc1cccc(S(=O)(=O)Nc2ccncc2)c1	-5	-13	-1	-4	0	-3	2	0.0	15
Cc1cccc(NC(=O)c2ccc(Cl)c(NC(=O)c3ccncc3)c2)c1C	-12	-9	-14	2	22	-3	11	0.8	3
CCNc1nc(NC(C)C)nc(Oc2ccc(=O)n(C)n2)n1	-10	14	-16	-10	12	-10	0	3.9	9
Cc1cccn2c(CNCCCOc3cccnc3)c(C(=O)N3CCOCC3)nc12	3	17	-21	1	1	-6	-16	0.6	4
COc1ccc2oc(-c3ccccc3)cc(=O)c2c1	5	23	nt	2	5	-3	-8	1.3	-3
Cc1cccc(N(C)C(=O)c2cc3c(=O)[nH]c4ccc(C)cc4c3s2)c1	-42	0	0	5	-2	-2	-4	-0.7	-6
Cc1cccc(Nc2nnc(SCC(=O)Nc3ncc(C(F)(F)F)cc3Cl)s2)c1C	45	9	-22	-8	10	-8	-8	2.3	8
COC(=O)c1sc2nc(SCc3cccc(Cl)c3)n(N)c(=O)c2c1C	1	20	-3	-8	0	-1	-10	0.5	10
CC1CN(C(=O)CS(=O)(=O)Cc2ccccc2)CC(C)O1 (stereo not given)	-11	13	-2	22	1	0	-15	0.4	-22

Source: PubChem (The Scripps Research Institute Molecular Screening Center)
